FLuc counter = inhibits or activates purified firefly luciferase, miR-21 counter-screen; P08659; purified FLuc, Km substrates, luminescence inhibition; Potency, µM (titrated, usually from 57.5 µM), for the others: at the highest dose activity change, negative = inhibition, hits mostly inhibitors; actives 6.9% (n = 360,000); active means well fitted inhibition curve with a large enough effect; inconclusive means small, poorly fitted or top-dose-only effect;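 further: plate controls were vehicle for no effect and reference inhibitor for full effect; nearly all actives have a fitted effect of over 55% in size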
Target sequence (P08659 whole entry, looked up): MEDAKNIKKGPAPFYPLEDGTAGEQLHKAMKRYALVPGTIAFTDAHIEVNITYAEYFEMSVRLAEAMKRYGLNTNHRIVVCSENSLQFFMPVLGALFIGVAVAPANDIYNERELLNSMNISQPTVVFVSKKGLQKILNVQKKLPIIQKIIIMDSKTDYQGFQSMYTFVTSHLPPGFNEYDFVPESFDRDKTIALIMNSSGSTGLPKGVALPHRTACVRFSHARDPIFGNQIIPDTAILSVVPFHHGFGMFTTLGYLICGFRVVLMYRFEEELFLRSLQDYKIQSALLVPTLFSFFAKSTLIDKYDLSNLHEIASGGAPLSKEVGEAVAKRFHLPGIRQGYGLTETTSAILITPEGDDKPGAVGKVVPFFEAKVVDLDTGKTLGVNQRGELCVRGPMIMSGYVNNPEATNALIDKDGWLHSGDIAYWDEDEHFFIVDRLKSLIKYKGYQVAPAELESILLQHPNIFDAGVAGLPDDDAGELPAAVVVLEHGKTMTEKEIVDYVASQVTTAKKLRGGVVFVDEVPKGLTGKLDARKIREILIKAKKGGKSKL
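Biochemical qHTS of compounds, final roughly 60 µM downward over six points, against 10 nM purified firefly luciferase using Km concentrations of substrates (10 uM D-luciferin, 10 uM ATP) in Tris acetate pH 7.5 buffer; luminescence output.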
* = called active by the depositor; ? = inconclusive. Potency means the concentration at half of the fitted maximal effect. An excerpt; the hit share may differ from the screen's.

SMILES	FLuc counter
Cc1ccc(C)c(NC(=O)Cn2c(=O)n(Cc3ccc4c(c3)OCO4)c(=O)c3ccccc32)c1	-1.5%
COc1ccc(C(=O)CSc2nc3cc(C(=O)NC4CCCC4)ccc3c(=O)n2CC2CCCO2)cc1 (configuration not stated)	-0.1%
COc1ccc(OC)c(CCNC(=O)Cn2nc(C)n3c(cc4sccc43)c2=O)c1	0.5%
CCCCN(CC)C(=O)CSc1nc2n[nH]c(C)c2c(=N)n1-c1ccc(CC)cc1	-14.5%
N#C/C(=C\c1cc(Br)c(O)c(Br)c1)c1nc2ccccc2c(=O)[nH]1	15.1µM*
COc1ccccc1N1CCN(c2cc(C)nc3nc(-c4ccc(Cl)cc4)nn23)CC1	2.4%
COc1cc(OC)c(NC(=O)CCc2c(C)nc3c4c(C)cc(C)nc4nn3c2C)cc1Cl	-6.1%
O=C(NCC(c1ccco1)S(=O)(=O)c1cccs1)c1ccccc1F (configuration not stated)	1.8%
COc1ccccc1CNC(=O)c1cnc2sc(N3CCOCC3)nn2c1=O	-0.7%
Cc1cccc(C(=O)Nc2ccc(S(=O)(=O)N3CCCCC3c3cccnc3)cc2)c1 (configuration not stated)	3.8%
c1ccc(N2CCN(c3ncnc4c3nc3n4CCCCC3)CC2)cc1	-3.8%
CC(CNC(=O)c1csc2c1CCCCC2)c1ccccc1 (configuration not stated)	15.1µM*
CCc1ccc(C2=NN(CCC(=O)NCCc3ccc(Cl)cc3)C(=O)CC2)cc1	-3.0%
Cc1ccc(CNC(=O)Cn2c(=O)n(Cc3ccc(F)cc3)c(=O)c3sc4ccccc4c32)cc1	-2.2%
Clc1ccccc1CNc1nc2ccccc2c2nc(-c3ccccc3)nn12	-5.6%
COc1ccc(-c2nc(S(=O)(=O)c3ccccc3)c(N3CCC(C)CC3)o2)cc1	-0.1%
Cc1ccc(NC(=O)CSc2nc(-c3ccco3)nc3cc(=O)[nH]n23)cc1	?
Cc1ccc(C(c2sc3nc(-c4ccco4)nn3c2O)N2CCC3(CC2)OCCO3)cc1 (configuration not stated)	-15.3%
Cc1ccccc1Cn1c(=O)n(CCCCC(=O)NCCc2ccccc2)c(=O)c2ccccc21	4.7%
COc1ccc(C(=O)Nc2ccc3oc(-c4ccc(F)cc4Cl)nc3c2)cc1	-10.8%
Fc1ccc(-c2cc(-c3nc(-c4ccccc4)no3)[nH]n2)cc1	?
COC(=O)c1ccc(NC(=O)Cn2c(=O)nc(-c3ccccc3)c3ccccc32)cc1	0.8%
Cc1ccc(C(=O)n2nc(C)c(S(=O)(=O)N3CCCCCC3)c2C)cc1C	-16.1%
COc1ccccc1Nc1nn2c(=O)c3ccc(C(=O)Nc4ccc(F)cc4)cc3nc2s1	-2.0%
COc1ccc(-c2cc(C(F)(F)F)nc(SCC(=O)Nc3ccc(O)cc3)n2)cc1OC	3.0%
COc1cccc(CSc2nc3n(n2)C(c2cccs2)C(C(=O)Nc2ccccc2C)=C(C)N3)c1 (configuration not stated)	-6.7%
Cc1cccc(C)c1OCCCn1c(CCNC(=O)C2CCCCC2)nc2ccccc21	1.2%
Cc1cccc(-c2nc(SCc3cc(=O)c4cccc(F)c4[nH]3)n[nH]2)c1	?
Cc1ccc(C)c(N2C(=O)N(Cc3cccc(C(F)(F)F)c3)c3ccccc3S2(=O)=O)c1	2.8%
Cc1ccc2c(c1)N(CC(=O)Nc1ccccc1C(F)(F)F)C(=O)c1cccnc1O2	1.1%
O=C(Nc1ccc(F)cc1F)C1CCN(c2ncccn2)CC1	0.3%
Cn1c(SCc2ccc(Br)cc2)nc2c([nH]c3ccccc32)c1=O	0.1%
Cc1ccc2c(c1)N(C(=O)Nc1ccc(Br)cc1F)CCO2	0.5%
COc1ccc(NC(=O)Cn2c(SCc3cc(C)ccc3C)nc3ccncc32)c(OC)c1OC	-5.8%
Cc1ccc(OCC(=O)Nc2ccccc2C(=O)OCc2cc(=O)n3c(C)csc3n2)cc1	-0.9%
O=C(CSc1nnc(NC(=O)NC2CCCCC2)s1)Nc1ccccc1F	3.01µM*
CCC(C)NC(=O)C(=O)Nc1c2c(nn1-c1ccccc1)CS(=O)(=O)C2 (configuration not stated)	-5.0%
COc1cccc(N2CCN(C(=O)C(CCSC)NS(=O)(=O)c3ccc4c(c3)oc(=O)n4C)CC2)c1 (configuration not stated)	-0.2%
Cc1ccc(C(=O)NCC(=O)OCc2cc(=O)n3nc(C4CC4)sc3n2)cc1	0.7%
COc1ccc(-c2nc3ccccc3n2Cc2ccc(C(C)C)cc2)cc1	-4.3%
CCc1ccc(NC(=O)Cn2c(=O)n(-c3ccc(Cl)c(Cl)c3)c(=O)c3c(C)c(C)sc32)cc1	1.3%
Cc1c(CN(C)C(=O)c2cc(-c3ccccc3)nc3ccc(Br)cc23)cnn1C	?
O=S(=O)(NCc1ccc(F)cc1)c1ccc2[nH]c3c(c2c1)CCCCC3	-11.7%
Cn1c(=O)c2c(-c3ccccc3)n3c(c2n(C)c1=O)C(c1ccco1)Nc1ccccc1-3 (configuration not stated)	-2.5%
CCC(C(=O)N1CCN(c2ccccc2)CC1)n1nc(C)c2sc3ccccc3c2c1=O (configuration not stated)	?
CCCCn1cc2c(c1-c1ccccc1Br)c(=O)n(C)c(=O)n2C	-1.7%
Cn1cc(CCCC(=O)NCc2cccc(Br)c2)c2ccccc21	-2.7%
O=C(CCCCCn1c(=O)[nH]c2ccccc2c1=O)NCc1ccc(Cl)cc1	-3.0%
COc1ccc(NC(=O)c2cc3c(s2)-c2c(C)cccc2OC3)cc1Cl	-2.5%
Cc1ccc(CC(=O)NCc2nc(-c3ccccc3)no2)cc1	-5.1%
COc1ccccc1NC(=O)c1sc2nc(C)c(C(=O)Nc3ccc(C)cc3C)c(-c3cccs3)c2c1N	-1.9%
Cc1ccccc1OC(=O)CSc1nnc(-c2ccc3c(c2)OCO3)o1	-3.8%
COc1cccc(C(=O)N(Cc2cccc(Cl)c2)Cc2ccco2)c1	-3.3%
COc1ccc(CNc2oc(/C=C/c3cc(OC)c(OC)c(OC)c3)nc2C#N)cc1	3.4%
Cc1cc(OCC(=O)N(Cc2ccc(N(C)C)cc2)Cc2ccco2)cc(C)c1Cl	3.3%
COc1ccc(N2CC(NC(=O)Cc3cccs3)CC2=O)cc1 (configuration not stated)	-0.7%
COc1ccc(NC(=O)Cc2coc3cc(C)cc(C)c23)c(OC)c1	1.6%
CCCS(=O)(=O)NCCc1sc2nc(-c3ccc(F)cc3)nn2c1C	-19.8%
CCOC(=O)c1c(C)[nH]c(C)c1S(=O)(=O)NCC(=O)NCc1ccccc1C	1.8%
COc1ccc(CCNC(=O)CCCn2c(=O)c3ccccc3n(CC(=O)Nc3cc(Cl)ccc3C)c2=O)cc1OC	0.0%
Next section.
SMILES	FLuc counter
CNC(=O)C1CCC(Cn2c(=O)c3sccc3n(CC(=O)N3CCCCC3C)c2=O)CC1 (configuration not stated)	1.0%
COc1ccc(COC(=O)C2=C(C)NC(=O)CC2c2cccc(Cl)c2Cl)cc1 (configuration not stated)	2.5%
COc1ccc(Cn2ccc3nc(C)c(C(=O)Nc4cc(C)cc(C)c4)cc3c2=O)cc1	-15.8%
O=C(CNC(=O)c1ccc(F)cc1)OCc1cc(=O)n2ccsc2n1	-1.5%
CC1=C(C(N)=O)C(c2cccc(O)c2)n2ncnc2N1 (configuration not stated)	0.5%
COc1ccc2c(c1)CC(C(=O)NCCN1CCN(c3cccc(Cl)c3)CC1)CO2 (configuration not stated)	1.4%
CCc1ccc(NC(=O)C(C)n2nnc3sc(-c4ccccc4)cc3c2=O)cc1 (configuration not stated)	-15.9%
CCS(=O)(=O)c1ncc(N(Cc2ccccc2)Cc2ccco2)c(C(=O)Nc2ccccc2C)n1	-8.0%
Cn1nnnc1SCCCNCc1cccc(OCc2ccc(F)cc2)c1	-6.6%
COCCNC(=O)C1CCN(S(=O)(=O)c2ccc3c(c2)CCCN3C(C)=O)CC1	1.1%
Cc1nc2c(-c3ccc(F)cc3)c(C)nn2c(C)c1CCC(=O)NCc1ccc(F)cc1	-1.2%
CCCCOC(=O)c1ccc(NC(=O)Cn2nnc3sc4c(c3c2=O)CCCC4)cc1	-19.1%
Cc1cccc(OCc2nnc(SCC(=O)Nc3ccc(C)cc3C)o2)c1	-14.0%
CCOc1ccc(NC(=O)c2cnn(-c3ccccc3)c2-n2cccc2)cc1	-19.4%
COc1ccc(Cl)cc1C(=O)NCc1nnnn1-c1ccccc1	-2.2%
Cc1ccc(/C=C(\C#N)C(=O)Nc2ccc(Br)cc2)o1	3.0%
CC(=O)N1c2ccc(S(=O)(=O)N3CCCCCC3)cc2CC1C(=O)NCc1ccccc1C (configuration not stated)	-6.6%
CC(CC(=O)Nc1ccc(F)cc1)S(=O)(=O)c1cc2c3c(c1)CCN3C(=O)CC2 (configuration not stated)	-1.9%
COc1ccccc1OC(C)C(=O)N1CCN(CCc2ccccn2)CC1 (configuration not stated)	-0.4%
CC(=O)N1CCc2cc(Br)cc(S(=O)(=O)NCCc3cccc(C)c3)c21	-2.1%
Fc1ccc(Cc2cn3cc(-c4ccc(F)cc4)nc3s2)cc1	0.301µM*
CCC(C)n1c(=N)c(S(=O)(=O)c2ccccc2)cc2c(=O)n3ccccc3nc21 (configuration not stated)	3.4%
O=C(Cn1ncn2cccc2c1=O)NCc1cccc(Br)c1	?
O=C(c1ccc2c(c1)N(Cc1c(F)cccc1Cl)C(=O)c1ccccc1S2)N1CCOCC1	-15.5%
CC1=C(C(=O)Nc2ccc(Cl)cc2)C(CC(C)C)n2nc(SCc3ccccc3C)nc2N1 (configuration not stated)	-2.4%
Cc1ccc(-c2nc3scc(CCNC(=O)Cc4ccc(Cl)cc4)n3n2)cc1	3.9%
COc1ccc(NC(=O)C2CCCN(S(=O)(=O)c3ccc(Cl)cc3)C2)cc1 (configuration not stated)	1.3%
CN(C)c1ccc(NC(=O)CN2C(=O)c3ccccc3Sc3ccc(C(=O)N4CCCC4)cc32)cc1	-4.0%
CCOC(=O)c1ccc(NC(=O)CC2Nc3cccc4cccc(c34)NC2=O)cc1 (configuration not stated)	?
Cc1nn(C)c2c1c(-c1ccccc1)cc(=O)n2CC(=O)NC(C)c1ccccc1 (configuration not stated)	0.2%
CCOc1ccc(CNC(=O)c2ccc(NC(=O)N3CCCCc4ccccc43)cc2)cc1OC	-0.7%
Cc1ccc(-c2cc(C(=O)Oc3ccccc3Cl)no2)cc1C	?
CCOc1ccc(CN2C(=O)c3ccccc3Sc3ccc(C(=O)NCCc4ccccc4)cc32)cc1	?
CCCCSc1ncnc2c1sc1nc(N3CCOCC3)c3c(c12)CCCC3	-4.1%
CCOc1cc(C(=O)N2CC(=O)Nc3ccc(C)cc3C2c2ccccc2)cc(OCC)c1OCC (configuration not stated)	0.9%
CC(=O)c1cccc(NC(=O)c2cc(-c3ccc(Cl)s3)nc3ccccc23)c1	-18.3%
Cc1ccc(Cl)cc1NC(=O)Cn1c(=O)n(Cc2ccc(C(=O)NCc3ccc4c(c3)OCO4)cc2)c(=O)c2ccccc21	1.2%
CC(=O)c1ccc(NC(=O)c2ccc(-n3cnnc3)cc2)cc1	0.8%
Cn1cc(S(=O)(=O)N2CCOCC2)cc1C(=O)Nc1cccc(C#N)c1	3.5%
O=C(C1CCN(c2ncnc3c2nc2n3CCCCC2)CC1)N1CCN(c2ccc(Cl)cc2)CC1	-10.5%

Gathered by group, the compounds so far with bromine (9)
SMILES	FLuc counter
N#C/C(=C\c1cc(Br)c(O)c(Br)c1)c1nc2ccccc2c(=O)[nH]1	15.1µM*
Cn1c(SCc2ccc(Br)cc2)nc2c([nH]c3ccccc32)c1=O	0.1%
Cc1ccc2c(c1)N(C(=O)Nc1ccc(Br)cc1F)CCO2	0.5%
Cc1c(CN(C)C(=O)c2cc(-c3ccccc3)nc3ccc(Br)cc23)cnn1C	?
CCCCn1cc2c(c1-c1ccccc1Br)c(=O)n(C)c(=O)n2C	-1.7%
Cn1cc(CCCC(=O)NCc2cccc(Br)c2)c2ccccc21	-2.7%
Cc1ccc(/C=C(\C#N)C(=O)Nc2ccc(Br)cc2)o1	3.0%
CC(=O)N1CCc2cc(Br)cc(S(=O)(=O)NCCc3cccc(C)c3)c21	-2.1%
O=C(Cn1ncn2cccc2c1=O)NCc1cccc(Br)c1	?

Returning to the listing with the six entries that preceded the break.
SMILES	FLuc counter
CCOc1cc(C(=O)N2CC(=O)Nc3ccc(C)cc3C2c2ccccc2)cc(OCC)c1OCC (configuration not stated)	0.9%
CC(=O)c1cccc(NC(=O)c2cc(-c3ccc(Cl)s3)nc3ccccc23)c1	-18.3%
Cc1ccc(Cl)cc1NC(=O)Cn1c(=O)n(Cc2ccc(C(=O)NCc3ccc4c(c3)OCO4)cc2)c(=O)c2ccccc21	1.2%
CC(=O)c1ccc(NC(=O)c2ccc(-n3cnnc3)cc2)cc1	0.8%
Cn1cc(S(=O)(=O)N2CCOCC2)cc1C(=O)Nc1cccc(C#N)c1	3.5%
O=C(C1CCN(c2ncnc3c2nc2n3CCCCC2)CC1)N1CCN(c2ccc(Cl)cc2)CC1	-10.5%
COc1ccc(Nc2ncc3c(n2)CCN(Cc2cccc(F)c2F)C3)c(OC)c1	3.0%
O=C(NCc1cccs1)c1ccc2c(c1)N(Cc1cccc(F)c1)C(=O)c1ccccc1S2	-2.9%
CCCCNS(=O)(=O)c1ccc2nc(NC(=O)c3cccnc3)sc2c1	?
Cc1cccc(N2CCN(c3nc4ccccc4c(=O)n3-c3ccc(Cl)cc3)CC2)c1C	-6.5%
CSc1ccc(CCNC(=O)C2=C(C)C(=O)OC23CCCCC3)cc1	4.1%
COc1ccc(CNCCC(c2ccc(C)cc2)c2ccco2)cc1 (configuration not stated)	2.5%
CN(c1ccc(F)cc1)S(=O)(=O)N1CCCC(C(=O)NCCc2ccccc2)C1 (configuration not stated)	-7.8%
COc1cccc(-c2cn3c(n2)sc2cc(C(=O)NCCCc4ccccc4)ccc23)c1	-1.2%

From PubChem BioAssay
